Screens as filed in PubChem BioAssay.
EBV gp42 block = inhibitors of Epstein-Barr virus glycoprotein 42; 0.42% of 220,000 active; Q1HVG2; inhibition, % (tested at 21.74 µM); Fluorescence polarization binding assay, mP read-out; in the data active = inhibition above about 50%
KCC2 mod = modulates chloride dependent transport by human KCC2; 2.2% of 190,000 active; B-score of Tl+ flux slope (higher = more flux/activation; lower = inhibition) at 10 µM; KCC2 cells, thallium flux FluoZin-2 fluorescence; AID 1456; Q9H2X9;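 active = thallium flux slope and its plate-corrected score both differing from the plate sample mean at a set confidence after two filtering rounds, in either direction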;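 note: slope of fluorescence scaled to starting intensity during 10 to 20 s after thallium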
TNF necrop inh = blocks TNF-alpha induced death of Jurkat FADD-/- cells | Jurkat FADD-/- TNF necroptosis rescue, ATP luminescence, 24 h; 0 = TNF only, 100 = no-TNF cells | activation (protection from cell death), % at 10 µM | 0.068% of 220,000 active | AID 463075;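 active = activation, meaning protection from cell death, of at least 50% relative to plate controls; inactive = activation below 50%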;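 note: necroptosis triggered by 40 ng/mL TNF-alpha added together with compound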
Calpain2 inh = blocks pig calpain II enzyme activity; purified calpain II, fluorogenic peptide substrate, 30 min; inhibition, % at 16 µM; 0.37% of 220,000 active; AID 1236;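 active = inhibition above about 50%, limit read from the data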
PERK inhibitor = human PERK inhibition, primary cell-based screen | 0.17% of 220,000 active | Q9NZJ5 | CHO PERK-DD fusion, SEAP luminescence translation reporter | inhibition, % at 5.6 µM | AID 1416;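 active = inhibition above the mean inhibition of all tested compounds plus 3 SD, set separately per screening campaign, cut at about 2.9% in these data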;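 note: PERK kinase domain activated by AP20187 dimerizer at 100 nM; 0% = DMSO with dimerizer and 100% = rapamycin at 8.4 µM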
MDM2 E3 inh = Mdm2 E3 ligase (human) inhibition; Q00987; cell-based MDM2 ubiquitination luciferase reporter, 2 h; 0 = plate control, 100 = twice control, blank-subtracted; signal enhancement, % at 5 µM; 0.11% of 210,000 active; AID 1230;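 active = signal enhancement of 30% or more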;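 note: luminescence tracks abundance of the self-degrading MDM2-luciferase fusion protein; higher signal means inhibition of MDM2 E3 ligase activity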
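Assay system: mammalian cells stably expressing self-ubiquitinating, self-degrading MDM2 E3–luciferase fusion. Quantity: 2000 cells in each well. Medium: DMEM culture medium. Compound dosing: single-point 5 µM. Timing: cell settling 4 h, compound treatment 2 h, both 37 °C. Technique: luciferase luminescence. Read-out basis: percent signal gain over controls, blank-subtracted. Benchmarks: plate controls and plate blanks.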
Rad51 HR inh = Rad51 (human) homologous recombination inhibition; hRad51 DNA strand exchange, fluorescence dequenching; inhibition, % at 10 µM; 0.085% of 200,000 active; Q06609;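 active = inhibition above 40% at the single screening dose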;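 note: 0% = DMSO control wells and 100% = blanks with heterologous ssDNA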
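Test system: preformed human Rad51 ssDNA filaments. Compound dosing: single dose, 10 µM final compound. Incubation: filaments 15 min 37 °C, then compound 30 min. Technique: FRET fluorescence dequenching, excitation 485 nm, emission 520 nm. Read-out basis: percent inhibition from fluorescence, normalised to plate control and blank means. Benchmarks: plate controls and plate blanks.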
L929 necroptosis = L929 zVAD cell death inhibition | L929 zVAD necroptosis rescue, ATP luminescence, 24 h; with zVAD 60 µM | viability rescue, % at 10 µM | 0.38% of 220,000 active | AID 1377;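 active = activation, scaled between plate controls, above about 75%, limit read from the data; inactive = activation under that limit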;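 note: 0% = zVAD with DMSO and 100% = DMSO alone without zVAD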
eIF4E-4G inh = blocks eIF4E binding to eIF4G; inhibition, % at 21.7 µM; AID 782; TR-FRET eIF4E-eIF4GI(517-606) binding, 2 h; P63073+Q04637; 0.37% of 220,000 active;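 active = inhibition above about 30%, limit read from the data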;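 note: 0% = full FRET control wells and 100% = background wells lacking eIF4GI fragment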
Target sequence (P63073 whole entry, looked up, the tested form may be a part): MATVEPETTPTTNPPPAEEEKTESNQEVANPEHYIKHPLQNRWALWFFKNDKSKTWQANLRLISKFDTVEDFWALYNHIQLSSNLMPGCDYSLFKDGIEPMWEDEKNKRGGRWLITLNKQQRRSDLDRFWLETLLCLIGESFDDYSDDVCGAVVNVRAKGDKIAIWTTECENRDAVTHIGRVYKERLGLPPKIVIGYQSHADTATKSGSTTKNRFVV
Target sequence (Q04637 whole entry, looked up, the tested form may be a part): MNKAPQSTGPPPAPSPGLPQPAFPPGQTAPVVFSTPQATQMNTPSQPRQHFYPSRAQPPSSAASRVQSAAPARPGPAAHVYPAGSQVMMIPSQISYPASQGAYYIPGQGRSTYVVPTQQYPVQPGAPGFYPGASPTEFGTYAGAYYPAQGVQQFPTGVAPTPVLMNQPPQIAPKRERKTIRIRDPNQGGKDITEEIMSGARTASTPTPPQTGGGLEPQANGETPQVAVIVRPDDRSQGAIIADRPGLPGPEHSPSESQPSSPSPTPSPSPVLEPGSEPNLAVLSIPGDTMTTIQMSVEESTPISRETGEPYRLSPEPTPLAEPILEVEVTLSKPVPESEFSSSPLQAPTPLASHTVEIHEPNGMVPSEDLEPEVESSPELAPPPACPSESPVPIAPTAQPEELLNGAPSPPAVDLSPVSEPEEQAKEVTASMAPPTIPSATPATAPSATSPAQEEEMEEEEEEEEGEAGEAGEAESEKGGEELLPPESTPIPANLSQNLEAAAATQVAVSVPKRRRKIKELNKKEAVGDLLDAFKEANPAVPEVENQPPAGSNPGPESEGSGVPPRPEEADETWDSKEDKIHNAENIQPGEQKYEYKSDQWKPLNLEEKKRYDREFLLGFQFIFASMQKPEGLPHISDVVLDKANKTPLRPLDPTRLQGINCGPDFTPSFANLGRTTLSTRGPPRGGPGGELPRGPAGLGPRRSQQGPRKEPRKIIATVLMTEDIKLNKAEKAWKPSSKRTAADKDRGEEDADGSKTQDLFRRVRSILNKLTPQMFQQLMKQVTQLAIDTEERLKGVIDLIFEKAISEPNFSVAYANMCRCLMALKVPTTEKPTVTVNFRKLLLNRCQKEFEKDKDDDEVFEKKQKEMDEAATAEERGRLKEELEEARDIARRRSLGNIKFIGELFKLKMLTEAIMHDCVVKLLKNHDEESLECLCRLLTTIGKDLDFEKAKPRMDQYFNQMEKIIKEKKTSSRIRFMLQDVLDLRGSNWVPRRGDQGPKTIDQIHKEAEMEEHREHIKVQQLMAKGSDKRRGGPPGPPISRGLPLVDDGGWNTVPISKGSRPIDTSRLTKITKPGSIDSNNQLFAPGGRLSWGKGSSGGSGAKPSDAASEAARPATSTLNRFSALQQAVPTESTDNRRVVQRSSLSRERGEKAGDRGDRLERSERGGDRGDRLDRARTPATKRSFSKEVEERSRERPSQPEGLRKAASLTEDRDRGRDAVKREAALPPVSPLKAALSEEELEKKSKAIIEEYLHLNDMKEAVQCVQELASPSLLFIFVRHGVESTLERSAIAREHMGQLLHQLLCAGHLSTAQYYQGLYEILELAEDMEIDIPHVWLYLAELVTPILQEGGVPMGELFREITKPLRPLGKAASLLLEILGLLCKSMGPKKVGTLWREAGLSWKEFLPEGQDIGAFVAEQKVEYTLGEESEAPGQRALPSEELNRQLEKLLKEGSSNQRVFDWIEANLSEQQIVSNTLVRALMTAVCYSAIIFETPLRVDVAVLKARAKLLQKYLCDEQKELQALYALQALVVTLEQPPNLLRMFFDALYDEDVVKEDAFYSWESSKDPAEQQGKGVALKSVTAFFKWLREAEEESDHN
* marks the source's active call; other numbers are inactive results; . = not tested or not shown; [ ] = another dose, or the depositor's remark.

Results follow in this order: EBV gp42 block | KCC2 mod | TNF necrop inh | Calpain2 inh | PERK inhibitor | MDM2 E3 inh | Rad51 HR inh | L929 necroptosis | eIF4E-4G inh
- Cc1cc2c(=O)n(C)c(SCC(=O)c3cc4ccccc4o3)nc2s1
    -46 | 0.29 | 1.1 | 12 | -0.5 | -13 | 2 | 2.0 | -34
- O=C(NCc1ccc2c(c1)OCO2)c1ccc(CS(=O)(=O)c2ccc(Br)cc2)o1
    -31 | . | -2.8 | -5 | 0.3 | -3 | 4 | 1.2 | -2[fluorescence artefact?]
- O=C(NCCc1ccc(F)cc1)c1cc(=O)c2ccccc2o1
    1 | -0.84 | 0.5 | 18 | -0.7 | -9 | 7 | 0.1 | 3
- C=CCc1c(C)c(C#N)c2nc3ccccc3n2c1NCCN(C)C
    -5 | . | 1.8 | -115 | -1.5 | -10 | -1 | 0.0 | 4
- COc1ccc(Cn2nnnc2C(c2ccc(F)cc2)N2CCN(C3CCCC3)CC2)cc1 (centres undefined)
    -12 | . | 0.3 | 19 | -1.6 | -8 | 0 | -0.1 | 3
- COc1cc(C(=O)OCCc2c(C)nc3nc[nH]n3c2=O)cc(OC)c1OC
    0 | 0.76 | -0.2 | 6 | 0.0 | -17 | -9 | -1.8 | -3
- COc1cc2c(cc1OC)CN(C(=O)CSc1nc3[nH]ncc3c(=O)n1-c1ccccc1)CC2
    1 | 0.035 | 3.4 | -37 | 0.4 | 6 | 7 | 0.2 | 3
- Cc1ccc(-c2nnn(CC(=O)N(c3ccc(F)cc3)C(C(=O)NC3CCCC3)c3ccco3)n2)o1 (centres undefined)
    -14 | -0.58 | -1.0 | 27 | 0.2 | -16 | -2 | -0.2 | -1
- O=C(COC(=O)CCSc1ccccc1Cl)Nc1ccc(F)cc1F
    2 | -1.2 | 1.6 | 11 | 0.4 | -8 | -2 | 0.6 | 3
- C=CCNCCOc1ccc(C)cc1[N+](=O)[O-]
    -10 | 0.28 | 0.1 | -44 | 1.2 | 0 | 5 | 3.8 | 2
- CC(C)(C)C(=O)NNC(=O)c1cc(C(C)(C)C)nn1Cc1ccccc1
    -23 | 0.53 | 0.0 | 2 | -0.1 | -9 | 20 | 0.4 | 3
- C=CCNC(=S)NNC(=O)C(CCCC)CC(O)COCC(C)C (centres undefined)
    -3 | -0.44 | 2.1 | 23 | 2.0 | -9 | -2 | 0.6 | -3
- Cn1c(=O)cc(SCC(=O)N2CCOCC2)c2ccc(Cl)cc21
    -1 | 0.032 | -4.1 | 3 | -0.4 | -13 | -6 | -0.1 | 2[fluorescence artefact?]
- N/C(=N\OC(=O)c1ccc(F)cc1)c1ccccc1
    -16 | -1.4 | -2.8 | 4 | 1.3 | -89 | . | -0.2 | 0[fluorescence artefact?]
- CCOC(=O)c1cnc(-c2ccccc2)[nH]c1=O
    -16 | -3.6 | -2.7 | -15 | 1.2 | -6 | 8 | -0.2 | 6
- CC1(C)CC(=O)C(C(=S)Nc2ccc(F)cc2)=C(NCCN2CCOCC2)C1
    20 | 1 | 1.2 | 15 | 0.0 | 3 | -8 | -1.1 | 1[fluorescence artefact?]
- O=C(Nc1nccs1)c1ccc(-c2ccc(Cl)cc2)o1
    4 | 0.54 | 4.2 | 26 | 0.1 | -17 | 7 | 61 | 2
- CC(=O)Nc1cc(C(=O)N2CCN(C)CC2)ccc1S(=O)(=O)c1ccc(C)cc1
    -9 | 0.14 | 0.8 | 49 | 0.1 | -17 | -5 | 1.0 | -1
- CC(C)(C)NC(=O)CN(CCc1ccccc1)C(=O)c1csnn1
    -10 | -0.23 | -1.1 | -24 | 0.1 | -4 | -1 | 4.9 | -1
- CSCCC(NC(=O)c1ccccc1)C(=O)Nc1ccc(NC(C)=O)cc1 (centres undefined)
    -13 | 0.14 | 0.7 | -1 | -0.2 | -14 | 1 | 1.5 | 1
- COc1cccc(C(C(=O)NC2CCCC2)N(CC2CCCO2)C(=O)Cc2cccs2)c1 (centres undefined)
    2 | -0.24 | -0.7 | -7 | 0.4 | 1 | . | -0.6 | -1
- O=C(NC1CCCC1)c1cccc(S(=O)(=O)N2CCCCC2)c1
    -5 | -1.4 | 1.4 | -22 | -0.9 | -6 | -15 | 0.1 | -5
- O=C(NNc1nc(Nc2ccccc2)nc(N2CCOCC2)n1)Nc1ccc(Cl)cc1
    -15 | -0.77 | 3.1 | -63 | -0.1 | -10 | 15 | 21 | -3
- CC1C=CCC2C(=O)N(c3ccccc3OC(=O)c3ccco3)C(=O)C12 (centres undefined)
    -8 | 0.58 | 0.0 | -18 | -0.2 | 9 | -1 | 2.1 | 2
- Cc1onc(-c2ccccc2Cl)c1C(=O)Nc1ccc(S(=O)(=O)NCC2CCCO2)cc1 (centres undefined)
    -17 | . | 3.1 | 16 | 0.1 | -4 | -1 | 0.3 | 8
- O=S(=O)(c1cccc(C(F)(F)F)c1)N1CCC(O)(c2cccnc2)CC1
    -5 | 0.84 | 0.9 | 23 | -0.3 | -3 | -14 | -0.2 | 3
- O=C(/C=C/c1ccc(Cl)cc1Cl)c1nc2ccccc2[nH]1
    -21 | 0.18 | -12 | 6 | 0.3 | -8 | 1 | -0.1 | -3
- O=C(N/N=C/c1cccnc1)c1cccc(N2CCCC2=O)c1
    10 | 0.44 | -0.5 | 3 | 0.0 | -12 | 10 | 0.7 | 4
- COc1ccccc1OCCn1c(=O)sc2ccccc21
    -19 | . | -1.4 | -13 | -0.6 | -10 | -7 | 0.7 | 9
- COc1ccccc1N(CC(=O)NC1CCCC1)C(=O)c1oc(C(C)(C)C)cc1C
    -2 | . | -1.1 | 7 | -1.0 | -11 | -46 | -1.9 | -1

Structures from the list above containing a tert-butyl group:
Results follow in this order: EBV gp42 block | KCC2 mod | TNF necrop inh | Calpain2 inh | PERK inhibitor | MDM2 E3 inh | Rad51 HR inh | L929 necroptosis | eIF4E-4G inh
- CC(C)(C)C(=O)NNC(=O)c1cc(C(C)(C)C)nn1Cc1ccccc1
    -23 | 0.53 | 0.0 | 2 | -0.1 | -9 | 20 | 0.4 | 3
- CC(C)(C)NC(=O)CN(CCc1ccccc1)C(=O)c1csnn1
    -10 | -0.23 | -1.1 | -24 | 0.1 | -4 | -1 | 4.9 | -1
- COc1ccccc1N(CC(=O)NC1CCCC1)C(=O)c1oc(C(C)(C)C)cc1C
    -2 | . | -1.1 | 7 | -1.0 | -11 | -46 | -1.9 | -1

Limited to PERK inhibitor, L929 necroptosis and eIF4E-4G inh (5 entries from above):
| molecule | PERK inhibitor | L929 necroptosis | eIF4E-4G inh |
| --- | --- | --- | --- |
| O=C(Nc1nccs1)c1ccc(-c2ccc(Cl)cc2)o1 | 0.1 | 61 | 2 |
| CC(=O)Nc1cc(C(=O)N2CCN(C)CC2)ccc1S(=O)(=O)c1ccc(C)cc1 | 0.1 | 1.0 | -1 |
| CC(C)(C)NC(=O)CN(CCc1ccccc1)C(=O)c1csnn1 | 0.1 | 4.9 | -1 |
| CSCCC(NC(=O)c1ccccc1)C(=O)Nc1ccc(NC(C)=O)cc1 (centres undefined) | -0.2 | 1.5 | 1 |
| COc1cccc(C(C(=O)NC2CCCC2)N(CC2CCCO2)C(=O)Cc2cccs2)c1 (centres undefined) | 0.4 | -0.6 | -1 |

Next part
Results follow in this order: EBV gp42 block | KCC2 mod | TNF necrop inh | Calpain2 inh | PERK inhibitor | MDM2 E3 inh | Rad51 HR inh | L929 necroptosis | eIF4E-4G inh
- COc1ccc(N(CC(=O)Nc2ccccc2SC)S(C)(=O)=O)cc1OC
    3 | -1.4 | -0.1 | 24 | -1.2 | 6 | 4 | -0.7 | .
- Cc1nc(Nc2ccccc2)[nH]c(=O)c1CCC(C)C
    -7 | -0.75 | -1.9 | 5 | 0.7 | -3 | 1 | 0.1 | -6
- COC(=O)c1ccc(NC(=S)NC(=O)c2c(Cl)cnn2C)cc1
    7 | 36* | 0.6 | 11 | 0.4 | -11 | 4 | 0.7 | -1
- CCCn1c(SCC(=O)Nc2ccccc2Cl)n[nH]c1=O
    -21 | -0.66 | 0.5 | -14 | 0.8 | . | -33 | 1.3 | -7
- Cc1nnc(SCC(=O)NCc2cccs2)[nH]c1=O
    7 | . | 0.5 | 21 | 0.6 | -7 | 7 | 1.9 | 2
- O=C(CCc1ccccc1)OCC(=O)c1ccc(Br)cc1
    -21 | 0.88 | 1.5 | 6 | 1.0 | -14 | 5 | 0.6 | 7
- CCOC(=O)C1CCN(Cc2cnc(Oc3ccc(N)cc3)s2)CC1
    2 | . | -7.6 | -20 | -0.1 | 1 | -5 | -0.4 | 1[fluorescence artefact?]
- O=C(NC1CCCCC1)NC12CC3CC(CC(C3)C1)C2
    0 | 1.1 | -0.2 | -1 | 0.5 | -17 | 2 | 2.3 | -2
- COc1ccc(N(CC(=O)N2CCc3ccccc3C2)S(C)(=O)=O)cc1OC
    -45 | . | 0.0 | -27 | -2.3 | -10 | 8 | -0.7 | -10[fluorescence artefact?]
- C=CCNCCCCOc1ccc(C)cc1[N+](=O)[O-]
    -14 | . | -3.3 | -8 | 1.5 | 1 | -3 | 0.1 | -4
- COCCN(C(=O)CSc1ncc(C(F)(F)F)cc1Cl)c1c(N)n(Cc2ccccc2)c(=O)[nH]c1=O
    -12 | 0.32 | -1.0 | -16 | 0.6 | 2 | 3 | -0.9 | -3
- COc1cc(/C=C/C(=O)O)cc(S(=O)(=O)NC2CC2)c1OC
    -15 | 0.29 | -0.3 | -12 | 0.8 | 10 | 26 | 0.6 | 14
- CN(C)CCCN(C(=O)COc1ccc(Cl)cc1)c1nc2c(F)cccc2s1
    7 | -1 | -2.1 | 20 | 0.3 | -7 | -5 | 1.3 | 3
- CCN(CC)CCCNC(=O)Cn1cnc2sc(C)c(S(=O)(=O)N3CCN(c4ncccn4)CC3)c2c1=O
    -5 | 1.2 | -0.3 | -5 | 1.5 | -24 | 18 | 2.0 | 3
- CCN(CC)S(=O)(=O)c1cccc(-c2nnc(-c3ccc(C)cc3)o2)c1
    6 | . | 2.1 | 18 | 0.6 | -7 | -3 | -0.4 | .
- CC(NC(=O)C1CC12CCC2)c1ccccc1 (centres undefined)
    -3 | 0.021 | 25 | -1 | 0.6 | 7 | 12 | 0.5 | 18[fluorescence artefact?]
- COc1ccc(N2C(=O)C(CC(N)=O)N(NC(=O)c3cccc(OC)c3)C2=S)cc1 (centres undefined)
    -20 | -0.22 | 0.0 | -28 | 0.5 | 15 | 2 | -0.3 | 6
- CCn1c(SCC(=O)N2CCCCC2C)nnc1-c1ccc(S(=O)(=O)N2CCN(C)CC2)cc1 (centres undefined)
    -12 | 0.076 | 0.9 | -8 | 0.7 | -17 | 2 | 0.9 | -4
- CCN(CC)CC1(O)CCN(C(=O)c2ccc(Cl)c(Cl)c2)CC1
    -20 | 0.14 | 1.1 | 0 | 1.1 | -4 | 22 | -0.5 | 3
- Cc1cc2ncc(C(=O)N=CN(C)C)cn2n1
    -1 | -0.21 | -0.3 | 10 | 1.5 | -12 | 21 | 1.6 | 0
- CC(=O)c1ccc(S(=O)c2ccccc2)cc1 (centres undefined)
    0 | . | -1.6 | -3 | 0.1 | -26 | 1 | 0.0 | -3
- COc1ccc(/C=C2\SC(=O)N=C2N)cc1OC
    -10 | -0.29 | -0.5 | 6 | -0.1 | -7 | -4 | 0.2 | -5
